Bioassay records (PubChem)
FBW7 activator – FBW7 E3 ligase activators, primary screen, biochemical, AlphaScreen, human. AlphaScreen FBW7–phospho-cyclin E peptide binding, activator screen. normalized activity (activation), % at 26.1 µM. 650,000 compounds, 0.13% hits. AID 1259310, 2017; in the data active = normalized activity above about 1.9%;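 also: purified mutant Fbw7 with reduced substrate affinity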
GPR151 activ – activators of human GPR151, primary screen, cell-based, PathHunter beta-arrestin, luminescence; G-protein coupled receptor 151 (Homo sapiens), Q8TDV0; PathHunter beta-arrestin GPR151 cells; activation, % at 11.2 µM; 650,000 compounds, 1% hits; in the data active = activation above about 4.9%;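 also: 0% = median of compound wells and 100% = cells with positive control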
Target sequence (Q8TDV0 whole entry, looked up): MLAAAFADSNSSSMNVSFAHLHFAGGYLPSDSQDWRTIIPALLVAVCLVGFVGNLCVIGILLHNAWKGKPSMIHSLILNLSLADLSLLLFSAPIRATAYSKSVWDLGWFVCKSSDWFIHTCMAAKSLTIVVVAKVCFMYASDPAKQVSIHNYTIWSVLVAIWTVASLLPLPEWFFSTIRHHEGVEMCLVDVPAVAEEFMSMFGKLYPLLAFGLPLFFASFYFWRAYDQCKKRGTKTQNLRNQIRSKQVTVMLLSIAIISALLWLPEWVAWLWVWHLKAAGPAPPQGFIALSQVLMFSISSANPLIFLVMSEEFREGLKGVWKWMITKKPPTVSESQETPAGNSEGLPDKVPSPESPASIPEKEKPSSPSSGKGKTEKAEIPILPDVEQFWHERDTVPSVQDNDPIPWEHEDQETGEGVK
MITF inh – MITF inhibitors, primary screen, biochemical, AlphaScreen, human. Microphthalmia-associated transcription factor (Homo sapiens), O75030. 650,000 compounds, 0.91% hits. inhibition, % at 2.6 µM. AlphaScreen MITF homodimerization, bead proximity signal; in the data active = inhibition above about 50%;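 also: 0% = vehicle wells with protein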
Target sequence (O75030 whole entry, looked up): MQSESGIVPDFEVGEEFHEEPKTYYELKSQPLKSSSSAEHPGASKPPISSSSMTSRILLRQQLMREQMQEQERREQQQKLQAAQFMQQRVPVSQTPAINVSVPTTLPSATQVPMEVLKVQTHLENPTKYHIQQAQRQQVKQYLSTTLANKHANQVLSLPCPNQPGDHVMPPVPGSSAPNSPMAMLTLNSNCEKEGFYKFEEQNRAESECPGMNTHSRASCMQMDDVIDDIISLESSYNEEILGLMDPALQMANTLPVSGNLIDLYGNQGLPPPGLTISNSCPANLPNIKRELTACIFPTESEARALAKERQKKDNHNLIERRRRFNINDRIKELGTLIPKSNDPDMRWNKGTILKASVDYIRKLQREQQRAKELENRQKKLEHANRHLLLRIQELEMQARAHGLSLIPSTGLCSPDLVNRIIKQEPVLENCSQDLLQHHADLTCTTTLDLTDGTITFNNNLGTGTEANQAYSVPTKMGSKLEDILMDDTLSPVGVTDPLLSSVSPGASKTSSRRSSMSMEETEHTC
TEAD-YAP block – TEAD-YAP interaction inhibition, primary screen, TEAD-YAP interaction inhibitor project, luminescence, HEK-TIYL cells; TEAD-Gal4/YAP UAS-luciferase luminescence; 640,000 compounds, 1.4% hits; inhibition, % at 9.12 µM; in the data active = inhibition above about 32%;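 also: 0% = median of test compound wells and 100% = reference inhibitor wells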
* hit, by the source's call.

The first eight records, to show the layout:
How did CN(C(=O)COc1ccc(C(C)(C)C)cc1)C1CCS(=O)(=O)C1 (centres undefined) do in these assays?
FBW7 activator: -0.1; GPR151 activ: -0.6; MITF inh: -1.4; TEAD-YAP block: -14.3

How did CN1C(=O)C(CC(=O)Nc2ccccc2)S/C1=N/c1nccs1 (centres undefined) do in these assays?
FBW7 activator: -0.2; GPR151 activ: 2.2; MITF inh: 14.3; TEAD-YAP block: -1.7

Results for CC/C(=C(\c1ccc(O)cc1)c1ccc(OCCN(C)C)cc1)c1ccccc1 ?
FBW7 activator: 0.0; GPR151 activ: 0.9; MITF inh: 8.3; TEAD-YAP block: -9.7

What do the screens show for `CC(=O)Oc1ccc(N(C(C)=O)S(=O)(=O)c2ccc(Cl)cc2)cc1Br`?
FBW7 activator: 0.0; GPR151 activ: -1.5; MITF inh: -0.6; TEAD-YAP block: 13.6

How did CCC(Cc1ccccc1)NS(=O)(=O)c1cc(Br)cc2c1N(C(C)=O)CC2 (centres undefined) do in these assays?
FBW7 activator: -0.1; GPR151 activ: 0.6; MITF inh: 6.2; TEAD-YAP block: 4.7

What do the screens show for `Cc1nnc2ccc(N3CCN(c4cccc(C(F)(F)F)c4)CC3)nn12`?
FBW7 activator: 0.0; GPR151 activ: 2.6; MITF inh: 4.5; TEAD-YAP block: 5.6

What do the screens show for `CN1CCN(S(=O)(=O)c2cc([N+](=O)[O-])ccc2N/N=C/c2ccc(Cl)cc2)CC1`?
FBW7 activator: 0.0; GPR151 activ: -0.5; MITF inh: 8.6; TEAD-YAP block: -0.1

What do the screens show for `CCC(C(=O)N1CCN(c2ccccn2)CC1)n1nc(C)c2sc3ccccc3c2c1=O` (centres undefined)?
FBW7 activator: -0.2; GPR151 activ: 1.5; MITF inh: 10.5; TEAD-YAP block: -10.6

All compounds of this part (from the top)
How did CN(C(=O)COc1ccc(C(C)(C)C)cc1)C1CCS(=O)(=O)C1 (centres undefined) do in these assays?
FBW7 activator: -0.1; GPR151 activ: -0.6; MITF inh: -1.4; TEAD-YAP block: -14.3

How did CN1C(=O)C(CC(=O)Nc2ccccc2)S/C1=N/c1nccs1 (centres undefined) do in these assays?
FBW7 activator: -0.2; GPR151 activ: 2.2; MITF inh: 14.3; TEAD-YAP block: -1.7

Results for CC/C(=C(\c1ccc(O)cc1)c1ccc(OCCN(C)C)cc1)c1ccccc1 ?
FBW7 activator: 0.0; GPR151 activ: 0.9; MITF inh: 8.3; TEAD-YAP block: -9.7

What do the screens show for `CC(=O)Oc1ccc(N(C(C)=O)S(=O)(=O)c2ccc(Cl)cc2)cc1Br`?
FBW7 activator: 0.0; GPR151 activ: -1.5; MITF inh: -0.6; TEAD-YAP block: 13.6

How did CCC(Cc1ccccc1)NS(=O)(=O)c1cc(Br)cc2c1N(C(C)=O)CC2 (centres undefined) do in these assays?
FBW7 activator: -0.1; GPR151 activ: 0.6; MITF inh: 6.2; TEAD-YAP block: 4.7

What do the screens show for `Cc1nnc2ccc(N3CCN(c4cccc(C(F)(F)F)c4)CC3)nn12`?
FBW7 activator: 0.0; GPR151 activ: 2.6; MITF inh: 4.5; TEAD-YAP block: 5.6

What do the screens show for `CN1CCN(S(=O)(=O)c2cc([N+](=O)[O-])ccc2N/N=C/c2ccc(Cl)cc2)CC1`?
FBW7 activator: 0.0; GPR151 activ: -0.5; MITF inh: 8.6; TEAD-YAP block: -0.1

What do the screens show for `CCC(C(=O)N1CCN(c2ccccn2)CC1)n1nc(C)c2sc3ccccc3c2c1=O` (centres undefined)?
FBW7 activator: -0.2; GPR151 activ: 1.5; MITF inh: 10.5; TEAD-YAP block: -10.6

How did CC1(C)CC(=O)CC(C)(C)N1OC(=O)c1ccco1 do in these assays?
FBW7 activator: 0.1; GPR151 activ: 0.6; MITF inh: 6.8; TEAD-YAP block: 1.2

Results for CCOC(=O)c1c(NC(=O)C23CC4CC(CC(C4)C2)C3)sc2c1CCN(C(=O)OCC)C2 ?
FBW7 activator: 0.3; GPR151 activ: 0.1; MITF inh: 8.1; TEAD-YAP block: 4.4

What do the screens show for `O/C(=C(\C(=S)NCCN1CCOCC1)[n+]1ccccc1)c1ccc(OC(F)F)cc1`?
FBW7 activator: 0.5; GPR151 activ: 0.4; MITF inh: 37.8; TEAD-YAP block: 0.5

What do the screens show for `CCC(Oc1ccccc1)C(=O)Nc1ccc(C(N)=O)cc1` (centres undefined)?
FBW7 activator: 0.0; GPR151 activ: 0.8; MITF inh: 6.7; TEAD-YAP block: 2.6

Results for COc1ccc(CCn2c(=S)[nH]c3ccsc3c2=O)cc1OC ?
FBW7 activator: 0.8; GPR151 activ: 5.4*; MITF inh: 6.4; TEAD-YAP block: -2.4

Results for O=C(CSc1cn(CCNC(=O)c2ccccc2)c2ccccc12)NCC1CCCO1 (centres undefined) ?
FBW7 activator: 0.1; GPR151 activ: -0.2; MITF inh: -18.2; TEAD-YAP block: -5.5

How did COc1cccc(-c2n[nH]c(=S)n2-c2ccccc2)c1OC do in these assays?
FBW7 activator: 0.0; GPR151 activ: 0.3; MITF inh: -8.1; TEAD-YAP block: -4.2

What do the screens show for `O=C(c1ccccc1F)N1CCN(Cc2ccc(Cl)cc2)CC1`?
FBW7 activator: 0.0; GPR151 activ: -2.0; MITF inh: 55.8*; TEAD-YAP block: 18.3

What do the screens show for `COc1ccc(NC(=O)c2c(N)sc3c2CCC(C(C)(C)C)C3)cc1` (centres undefined)?
FBW7 activator: 0.9; GPR151 activ: 0.3; MITF inh: 1.8; TEAD-YAP block: 19.2

What do the screens show for `Cc1ccc(OCC(=O)NCC(c2ccc(N(C)C)cc2)N2CCOCC2)cc1` (centres undefined)?
FBW7 activator: 0.1; GPR151 activ: -0.9; MITF inh: 8.9; TEAD-YAP block: 9.5

What do the screens show for `COc1ccc(/C(O)=C/c2nc3cc(Cl)ccc3oc2=O)cc1`?
FBW7 activator: -0.1; GPR151 activ: 0.6; MITF inh: 2.5; TEAD-YAP block: -5.9

What do the screens show for `CCCCOC(=O)c1c(C)oc2ccc(NS(=O)(=O)c3ccc(OC)cc3)cc12`?
FBW7 activator: 0.7; GPR151 activ: -1.6; MITF inh: 6.2; TEAD-YAP block: 23.5

What do the screens show for `Cn1c(Nc2ccc(-n3cc(CC(=O)NCc4cccnc4)c4ccccc43)nn2)nc2ccccc21`?
FBW7 activator: -0.1; GPR151 activ: -2.8; MITF inh: 13.7; TEAD-YAP block: -4.7

How did CCCCc1ccc(C(=O)CSC2=C(C#N)C(c3cccs3)C(C(=O)Nc3ccccc3OC)=C(C)N2)cc1 (centres undefined) do in these assays?
FBW7 activator: -0.1; GPR151 activ: 1.5; MITF inh: -3.1; TEAD-YAP block: -5.1

What do the screens show for `COc1ccc(OC)c(N(CC(=O)NCCSc2ccc(Cl)cc2)S(=O)(=O)c2ccccc2)c1`?
FBW7 activator: -0.2; GPR151 activ: -0.6; MITF inh: 4.5; TEAD-YAP block: -2.4

How did O=C1CSC(c2cccc(F)c2)N1c1ccc(Br)cc1 (centres undefined) do in these assays?
FBW7 activator: 0.1; GPR151 activ: -0.4; MITF inh: 14.5; TEAD-YAP block: -4.0

Results for O=C(Nc1ccc(Cl)cc1[N+](=O)[O-])c1ccc(N2C(=O)C3C4C=CC(C4)C3C2=O)cc1 (centres undefined) ?
FBW7 activator: 0.2; GPR151 activ: 0.4; MITF inh: 20.1; TEAD-YAP block: 5.7

Results for COc1cc(C)nc(N(CC(C)C)S(=O)(=O)c2ccc(C)cc2)n1 ?
FBW7 activator: 0.5; GPR151 activ: 0.2; MITF inh: -2.4; TEAD-YAP block: 11.1

How did CC1=C(C(=O)OC2CCCCC2)C(c2cccc(Br)c2)n2nnnc2N1 (centres undefined) do in these assays?
FBW7 activator: 0.1; GPR151 activ: 0.0; MITF inh: 7.6; TEAD-YAP block: -3.4

How did O=C1CCCN1CC1CCN(c2nc3nonc3nc2N2CCCCC2)CC1 do in these assays?
FBW7 activator: -0.1; GPR151 activ: -0.1; MITF inh: 3.9; TEAD-YAP block: 2.8

What do the screens show for `CCn1cc(CNc2nncc(-c3ccc(OC)cc3)n2)cn1`?
FBW7 activator: -0.1; GPR151 activ: 1.4; MITF inh: 8.8; TEAD-YAP block: -7.7

How did CC(C)(C)c1ccc(C2(C)NC(=O)N(CC(=O)Nc3ccc4[nH]c(=O)[nH]c4c3)C2=O)cc1 (centres undefined) do in these assays?
FBW7 activator: -0.1; GPR151 activ: 0.2; MITF inh: 6.7; TEAD-YAP block: 1.4

How did Cc1cc(C)c2cc(C#N)c(N3CCCN(C(=O)CCC(=O)O)CC3)nc2c1 do in these assays?
FBW7 activator: -0.1; GPR151 activ: 1.2; MITF inh: 5.7; TEAD-YAP block: -6.6

Results for O=C(Nc1ccc(NC(=O)C(F)(F)F)c(Cl)c1)C(F)(F)F ?
FBW7 activator: 0.2; GPR151 activ: -1.0; MITF inh: 3.7; TEAD-YAP block: -9.0

What do the screens show for `Nc1nnnn1/N=C/c1ccccc1OCc1ccccc1`?
FBW7 activator: 0.0; GPR151 activ: 0.8; MITF inh: 13.2; TEAD-YAP block: -6.8

What do the screens show for `COc1ccc(NS(=O)(=O)c2ccc(I)cc2)c(OC)c1`?
FBW7 activator: -0.1; GPR151 activ: 1.3; MITF inh: 4.3; TEAD-YAP block: 7.6

What do the screens show for `COc1ccc(C(=O)CC2(O)C(=O)N(C)c3ccc(Br)cc32)cc1` (centres undefined)?
FBW7 activator: 0.2; GPR151 activ: 0.2; MITF inh: 7.5; TEAD-YAP block: 12.2

How did CC(=O)Nc1ccc(S(=O)(=O)Nc2cc([N+](=O)[O-])ccc2Cl)cc1Cl do in these assays?
FBW7 activator: 0.7; GPR151 activ: 1.5; MITF inh: -6.3; TEAD-YAP block: -4.7

What do the screens show for `COc1ccc2nc(NC(=O)CCCNC(=O)Cn3cnc4sc5c(c4c3=O)CCCC5)sc2c1`?
FBW7 activator: 0.0; GPR151 activ: -1.5; MITF inh: 2.4; TEAD-YAP block: -14.1

Results for C=CCOC(=O)C1=C(C)NC(SCC(=O)OCC)=C(C#N)C1c1ccccc1OC (centres undefined) ?
FBW7 activator: 0.6; GPR151 activ: -0.8; MITF inh: 16.3; TEAD-YAP block: 9.0

Results for CCOC(=O)C1CCCN(C2CC(=O)N(c3ccc(F)cc3)C2=O)C1 (centres undefined) ?
FBW7 activator: 0.0; GPR151 activ: 0.0; MITF inh: -2.2; TEAD-YAP block: 5.3

Results for CN1CCN(c2nccnc2-c2ccc(F)cc2)CC1 ?
FBW7 activator: 0.0; GPR151 activ: -0.7; MITF inh: 18.4; TEAD-YAP block: 3.4

Results for CCn1c(O)c(C=NCC2CCCCC2)c(=O)n(CC)c1=S ?
FBW7 activator: 0.0; GPR151 activ: -0.2; MITF inh: 12.0; TEAD-YAP block: 1.4

Results for CC(C)NC(=O)C(Cc1ccccc1)N1Cc2ccccc2C1=O (centres undefined) ?
FBW7 activator: 0.0; GPR151 activ: -0.1; MITF inh: -10.9; TEAD-YAP block: 5.4

How did CN1CCN(C(=O)c2ccc(-c3nc(NCCCN4CCCC4=O)c4ncn(C5CCCCC5)c4n3)cc2)CC1 do in these assays?
FBW7 activator: 0.4; GPR151 activ: -0.2; MITF inh: 13.0; TEAD-YAP block: -0.1

What do the screens show for `Cc1cccn2c(=O)c3cc(C(=O)NCC(C)C)n(C)c3nc12`?
FBW7 activator: 0.0; GPR151 activ: -1.1; MITF inh: -6.7; TEAD-YAP block: -3.2

What do the screens show for `O=C(CCC1CCN(C(=O)C2=CCCCC2)CC1)NCC1CCCO1` (centres undefined)?
FBW7 activator: -0.1; GPR151 activ: -0.9; MITF inh: -12.2; TEAD-YAP block: -0.5

How did CCN(CC)C(=O)c1ccc2nc(NC(=O)c3ccc(N)cc3)sc2c1 do in these assays?
FBW7 activator: 0.4; GPR151 activ: -1.3; MITF inh: 8.9; TEAD-YAP block: 79.9*

How did COc1ccc(N(CC(=O)NC(C)(C)C)C(=O)CCC(=O)Nc2nccs2)cc1 do in these assays?
FBW7 activator: -0.2; GPR151 activ: -0.3; MITF inh: 6.9; TEAD-YAP block: -2.4

What do the screens show for `CCN(CCO)C(=O)C1CCN(c2nc(C)c3ccccc3n2)CC1`?
FBW7 activator: -0.1; GPR151 activ: -0.5; MITF inh: -5.0; TEAD-YAP block: 1.8

What do the screens show for `Cc1ccc(CNC(=O)CN2C(=O)C3CC=CCC3C2=O)cc1` (centres undefined)?
FBW7 activator: 0.0; GPR151 activ: 0.2; MITF inh: -1.0; TEAD-YAP block: 5.7

What do the screens show for `COC(=O)C1C(C(=O)OC)C2(OC(c3ccc(OC)cc3)=CC2=O)C12OC(c1ccc(OC)cc1)=CC2=O` (centres undefined)?
FBW7 activator: -0.2; GPR151 activ: 0.4; MITF inh: 3.8; TEAD-YAP block: 9.2

What do the screens show for `COc1ccccc1C(=O)Nc1ccc2c(c1)nc(CN1CCN(C(C)=O)CC1)n2C`?
FBW7 activator: 0.1; GPR151 activ: 0.7; MITF inh: -2.8; TEAD-YAP block: -2.7

What do the screens show for `O=C(CNC(=O)C12CC3CC(CC(C3)C1)C2)OCc1cc(=O)oc2cc(O)ccc12`?
FBW7 activator: -0.1; GPR151 activ: 0.4; MITF inh: 5.5; TEAD-YAP block: 5.3

Results for CN1CC(O)C(O)C(O)C1CO (centres undefined) ?
FBW7 activator: 0.1; GPR151 activ: 1.7; MITF inh: -4.3; TEAD-YAP block: -1.7

Results for COC(=O)c1nc2n(n1)C(c1ccc(F)cc1)C1=C(CCCC1=O)N2 (centres undefined) ?
FBW7 activator: 0.7; GPR151 activ: -1.5; MITF inh: 8.4; TEAD-YAP block: 12.8
